Bioassay records: PubChem, several laboratories
CR mimetic SO: caloric restriction mimetics inhibiting age-related superoxide in yeast. S. cerevisiae aged cells, superoxide DHE fluorescence; active compounds read low. superoxide response (% of plate mean), % at 10 µM. actives 0.18% (n = 330,000);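 active = superoxide response under a set limit, about three screen SD below normal, cut at about 65% in these data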;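 also: yeast aged for seven days with compound at 30 °C before DHE staining; 100% = average MFI of all compound-treated wells on the plate with controls excluded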
MEP2 TOR yeast: alters MEP2-GFP fluorescence in TOR pathway yeast screen; AID 2016; GFP response vs DMSO, % at 10 µM; S. cerevisiae MEP2-GFP strain, flow cytometry GFP, 3 h; 100% = DMSO control level; actives 0.51% (n = 330,000);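 active = GFP response versus DMSO above a set limit, roughly screen mean plus 3 SD, cut at about 180% in these data; inconclusive = fewer than 70 cells counted for a yeast strain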;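 also: median GFP fluorescence of the barcode-gated MEP2-GFP cells per well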
Efflux pump inh: inhibitors of Candida antifungal efflux pumps expressed in yeast | S. cerevisiae Candida pump triplex, Nile Red efflux | inhibition, % at 10 µM | actives 0.44% (n = 330,000) | AID 485275;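 active = plate passing quality check with inhibition over a set limit, or well fluorescence over plate mean plus 4 SD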;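 also: Nile Red retained in pooled yeast measured as flow cytometry median fluorescence; 0% = buffer negative control and 100% = Enniatin B positive control; higher means more Nile Red kept so more efflux inhibition; some compounds called inactive have numbers as strong as hits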
AHR act: human AHR activation; P35869; AHR-responsive luciferase reporter cells, luminescence; activation, % at 5 µM; actives 2.5% (n = 320,000); AID 2796; in the data active = activation above about 47%;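 also: 0% = vehicle wells and 100% = reference agonist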
Target sequence (P35869 whole entry, looked up): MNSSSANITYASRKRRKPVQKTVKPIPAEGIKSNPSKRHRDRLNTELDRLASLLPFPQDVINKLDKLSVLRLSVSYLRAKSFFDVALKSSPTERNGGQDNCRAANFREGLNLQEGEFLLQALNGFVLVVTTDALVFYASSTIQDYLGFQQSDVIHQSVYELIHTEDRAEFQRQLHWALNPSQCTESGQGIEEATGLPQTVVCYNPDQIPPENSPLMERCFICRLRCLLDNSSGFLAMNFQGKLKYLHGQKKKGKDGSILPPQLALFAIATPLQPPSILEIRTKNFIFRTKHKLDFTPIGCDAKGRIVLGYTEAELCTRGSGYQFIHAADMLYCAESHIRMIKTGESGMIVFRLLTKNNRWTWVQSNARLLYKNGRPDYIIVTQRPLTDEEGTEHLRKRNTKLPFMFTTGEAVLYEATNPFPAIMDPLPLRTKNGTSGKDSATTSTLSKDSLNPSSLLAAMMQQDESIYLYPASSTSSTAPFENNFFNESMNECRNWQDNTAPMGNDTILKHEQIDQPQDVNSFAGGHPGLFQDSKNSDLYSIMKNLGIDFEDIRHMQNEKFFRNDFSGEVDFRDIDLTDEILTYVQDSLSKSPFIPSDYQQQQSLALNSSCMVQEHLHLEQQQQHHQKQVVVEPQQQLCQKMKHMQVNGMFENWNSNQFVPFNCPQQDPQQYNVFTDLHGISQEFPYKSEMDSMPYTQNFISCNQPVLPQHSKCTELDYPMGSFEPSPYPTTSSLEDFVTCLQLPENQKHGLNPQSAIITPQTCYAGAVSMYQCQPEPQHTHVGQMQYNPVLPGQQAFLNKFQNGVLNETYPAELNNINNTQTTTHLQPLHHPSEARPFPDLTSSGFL
AGP1 TOR yeast: alters AGP1-GFP fluorescence in TOR pathway yeast screen; actives 0.02% (n = 320,000); AID 2066; GFP response vs DMSO, % at 10 µM; S. cerevisiae AGP1-GFP multiplex flow cytometry, 3 h; GFP as percent of DMSO wells;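 active = GFP response relative to DMSO above a set limit, near screen average plus 3 SD, cut at about 150% in these data; inconclusive = fewer than 70 cells counted for the yeast strain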;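 also: median GFP channel fluorescence of the gated AGP1 strain per well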
RPL19A TOR yeast: yeast TOR pathway RPL19A-GFP modulation | S. cerevisiae RPL19A-GFP strain, flow cytometry, 3 h; active compounds read low | percent response vs DMSO, % at 10 µM | actives 0.3% (n = 330,000);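 active = percent response vs DMSO below 50%; inconclusive = fewer than 70 events counted for the yeast strain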;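 also: median channel GFP fluorescence of the barcoded RPL19A-GFP strain; ratio of sample median GFP to plate DMSO average so 100% = DMSO; lower means less RPL19A-GFP as with rapamycin TOR inhibition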
CIT2 TOR yeast: yeast TOR pathway CIT2-GFP modulation. S. cerevisiae CIT2-GFP strain, flow cytometry, 3 h; 100 means same as DMSO wells. GFP response vs DMSO, % at 10 µM. actives 0.065% (n = 320,000). AID 2029;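 active = GFP response relative to DMSO above a set limit, near the screen mean plus 3 SD, cut at about 150% in these data; inconclusive = Fewer than 70 cells measured for a yeast strain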;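 also: ratio of well median GFP fluorescence to mean of DMSO wells on the plate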
LAP4-GFP MLPCN: yeast TOR pathway LAP4-GFP modulation; S. cerevisiae LAP4-GFP multiplex, flow cytometry GFP, 3 h; median GFP as percent of DMSO wells; GFP response vs DMSO, % at 10 µM; actives 0.34% (n = 320,000);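 active = GFP response vs DMSO above a set limit, about the screen mean plus 3 SD, cut at about 150% in these data; inconclusive = under 70 cell events counted for the yeast strain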
* marks the source's active call; other numbers are inactive results; ? = inconclusive; / = no result given; [ ] = remark or other dose.

SMILES	CR mimetic SO	MEP2 TOR yeast	Efflux pump inh	AHR act	AGP1 TOR yeast	RPL19A TOR yeast	CIT2 TOR yeast	LAP4-GFP MLPCN
CCOc1ccc(S(=O)(=O)NCCC(=O)OCC(=O)NC(=O)c2cccn2C)cc1	93.0	106.9	-0.1	5.5	99.5	98.1	98.7	93.4
CN1CCN(C(=S)NC(=O)/C=C/c2ccccc2Cl)CC1	97.3	121.3	0.0	1.3	107.4	102.2	112.4	107.5
COc1cc2c(cc1OC)C(C)N(C(=O)c1cc3c(s1)-c1ccccc1OC3)CC2 (configuration not stated)	100.5	94.9	0.2	-5.0	92.8	96.2	87.3	124.0
CCn1c(SCC(=O)OC)nc2sc3c(c2c1=O)CC(C)(C)OC3	98.3	93.0	-0.1	-0.6	101.8	95.5	95.3	98.5
COc1cc(/C=C/C(=O)N2CCC=CC2=O)cc(OC)c1OC	108.0	103.4	-0.1	33.0	99.5	103.7	96.5	105.5
Cc1ccc(S(=O)(=O)CCC(=O)OCc2cc(=O)oc3cc(C)ccc23)cc1	113.5	94.2	0.3	-1.1	94.5	90.4	86.0	106.1
O=C(CSc1ccccc1)NNC(=O)c1ccccc1O	82.7	91.6	0.7	26.1	93.8	101.5	94.6	93.8
CC1(C)CC(=O)/C(=C(/O)CCCN2C(=O)c3ccccc3C2=O)C(=NC(C)(C)C)C1	98.1	97.0	0.0	0.9	95.3	98.4	98.4	88.4
O=C(N/N=C/c1ccc(C(=O)O)cc1)C(=O)N1CCCCCC1	97.6	95.7	0.1	-0.4	92.6	88.7	93.6	95.8
COc1cccc(-c2nn(C)c3sc(C(=O)NCc4ccccn4)cc23)c1	102.5	99.0	-0.1	45.5	94.0	96.5	90.0	105.6
Cc1ccc(Cc2cnc(NC(=O)/C(C#N)=C/c3ccc(-c4ccccc4[N+](=O)[O-])o3)s2)cc1	107.8	101.6	0.2	-2.9	101.4	101.8	85.1	91.8
Cc1cccc(N2C(S)=C(C#N)C(=O)NC2c2cccs2)c1 (configuration not stated)	99.7	99.0	0.3	0.2	93.5	95.7	90.8	94.6
Cn1cccc1/C=C1\SC(=S)N(Nc2ccccc2)C1=O	87.4	96.1	0.2	2.3	100.1	94.0	92.4	105.8
O=C(NC1CCCC1)c1ccc(CS(=O)(=O)c2cccc(C(F)(F)F)c2)o1	149.8	110.9	0.0	0.4	92.0	95.3	/	99.9
COc1ccc(NC(=S)N2CCNC(=O)C2CC(=O)Nc2ccc(C)cc2)cc1 (configuration not stated)	107.3	96.6	-0.2	-0.7	102.9	103.6	104.6	93.3
CCCCOC(=O)c1ccc(NC(=O)c2c(N)n(C)c(=O)[nH]c2=O)cc1	100.1	97.3	0.0	2.0	91.6	104.6	89.7	108.3
COc1ccc(-c2cc(C(=O)Nc3ccc(S(N)(=O)=O)cc3)c3ccccc3n2)cc1OC	103.8	100.8	-0.1	12.4	97.9	101.9	100.8	93.7
Cc1ccc2cc(CN(Cc3ccco3)C(=O)c3ccco3)c3nnnn3c2c1	86.2	102.2	0.1	1.2	108.9	101.4	104.7	100.2
Cc1ccc(CNC(=O)c2ccccc2NC(=O)CSc2nnnn2C)cc1	112.7	105.1	0.1	2.6	99.4	95.8	97.0	97.0
COc1ccc(N(C(=O)c2cccnc2)S(=O)(=O)c2ccccc2)cc1	90.5	95.3	0.0	1.3	/	89.7	89.5	96.3
CC1CCCCC1NC(=O)CCC(=O)N1CCOc2ccc(Cl)cc21 (configuration not stated)	107.3	104.8	0.0	2.0	111.6	106.4	105.6	113.7
OCCN1CCN(CC(O)C(F)(F)F)CC1 (configuration not stated)	101.2	103.9	-0.1	0.8	93.2	92.7	83.0	117.3
CCc1sc(C(=O)Nc2ccc3c(c2)OCCO3)cc1Br	92.1	90.7	0.1	-2.1	94.9	96.1	87.8	113.5
COc1ccc(N(C(=O)Cn2nnc3ccccc32)C(C(=O)NCc2ccco2)c2ccncc2)cc1 (configuration not stated)	86.7	99.4	0.0	0.1	108.5	102.0	105.1	98.8
O=Cc1cccc(Oc2ccc([N+](=O)[O-])cc2[N+](=O)[O-])c1	139.8	98.7	0.7*	4.2	95.0	100.4	88.7	79.7
c1ccc(Nc2nc3ccccc3o2)cc1	102.2	97.8	0.5	28.4	87.4	95.9	80.0	101.6
CC(C)(C)OC(=O)NCc1ccc(CNC(=O)c2[nH]cnc2C(=O)NCC(=O)OCc2ccccc2)cc1	97.2	88.8	-0.1	0.6	72.4	92.6	63.7	106.4
O=C(OCC(=O)c1ccc(Cl)cc1Cl)c1ccccn1	91.2	101.2	0.3	1.4	100.2	104.9	96.7	103.3
Cn1c(=O)c(C(=O)c2ccccc2)c(O)c2ccccc21	91.2	95.9	0.1	10.0	106.9	96.4	87.1	103.8
CCOC(=O)CN1C(=O)C(Sc2n[nH]c(-c3ccc(O)cc3)n2)CCc2ccccc21 (configuration not stated)	82.0	101.8	-0.1	1.1	108.3	104.8	108.3	110.7
CCc1ccc(S(=O)(=O)Nc2ccc(-c3nc4cccnc4s3)cc2)s1	111.2	95.5	0.1	87.7*	91.0	97.9	94.8	96.5
Cc1c(/C=N/NC(=O)C2(O)c3ccccc3-c3ccccc32)cnn1C	100.0	102.8	2.6	-0.1	102.5	102.0	108.1	90.5
O=C1c2ccccc2C(=O)N1CNc1ccccc1	101.0	93.1	0.0	2.5	88.9	92.5	91.1	85.1
CCc1cccc(NC(=O)CCCSc2nc3ccccc3[nH]2)c1	96.4	95.9	-0.2	7.5	95.3	100.9	98.7	87.4
C=CCn1cc(-c2cccc(Cl)c2)cc(C#N)c1=O	95.2	108.9	-0.1	2.1	104.7	99.7	104.3	107.2
Cc1ccsc1/C=N/NC(=O)CO	112.5	111.6	0.0	1.6	104.4	113.9	112.2	93.8
CCCCCCSc1ccc(-c2nc3ccccn3c2NCCCC)cc1	96.9	104.1	-0.2	-1.0	91.8	99.1	88.5	161.5*
Cc1nc(Nc2ccc(S(=O)(=O)N3CCCCC3C)cc2)c2nnn(Cc3ccccc3)c2n1 (configuration not stated)	58.9*	91.2	0.1	1.1	93.1	96.2	89.0	79.8
COc1cc(CCC(=O)OCC(=O)Nc2ccc3c(c2)OCO3)cc(OC)c1OC	104.4	116.1	-0.1	1.1	101.9	109.6	115.9	104.1
c1cc(-c2nn[nH]n2)ccc1CN1CCCCC1	98.0	102.7	0.1	-2.6	101.5	96.9	100.8	97.9
COc1ccc(C(CNC(=O)c2cccc(S(=O)(=O)Nc3ccccc3Cl)c2)N2CCOCC2)cc1 (configuration not stated)	107.3	89.2	0.0	8.6	96.8	87.4	82.4	95.5
C=CCN(C(=O)C1=NN(C2CCS(=O)(=O)C2)C(=O)CC1)c1nc(-c2ccc([N+](=O)[O-])cc2)cs1 (configuration not stated)	90.7	93.7	-0.1	-1.5	100.7	93.7	97.0	104.8
CCCn1c(SCC(=O)N2c3ccccc3Sc3ccccc32)nc2ccccc21	88.8	98.2	0.1	1.4	98.3	99.7	86.2	112.8
COc1ccc(/C=N/NC(=O)CCCOc2ccc(Cl)cc2Cl)cc1	80.2	100.7	0.0	13.6	97.7	104.2	103.1	102.1
O=C(CSc1ccc(-c2ccccn2)nn1)c1ccc(F)cc1	118.3	92.3	0.1	8.1	93.3	96.0	91.8	109.7
CCS(=O)(=O)c1ccc2oc(SCC(=O)NC3CCCC(C)C3C)nc2c1 (configuration not stated)	93.7	108.3	-0.1	0.3	95.9	93.9	102.7	99.6
CCOc1ccc(S(=O)(=O)N2CCCC(C(=O)N3CCN(c4ccccc4)CC3)C2)cc1 (configuration not stated)	106.8	99.5	-1.1	-1.6	99.3	98.3	99.4	122.2
CC1CCCCN1S(=O)(=O)c1ccc2c(c1)CCN2C(=O)C1CC1 (configuration not stated)	89.3	104.8	0.0	3.5	100.4	95.7	101.5	98.4

Retrieved by compound from above:
SMILES	CR mimetic SO	MEP2 TOR yeast	Efflux pump inh	AHR act	AGP1 TOR yeast	RPL19A TOR yeast	CIT2 TOR yeast	LAP4-GFP MLPCN
COc1ccc(/C=N/NC(=O)CCCOc2ccc(Cl)cc2Cl)cc1	80.2	100.7	0.0	13.6	97.7	104.2	103.1	102.1
CCCCCCSc1ccc(-c2nc3ccccn3c2NCCCC)cc1	96.9	104.1	-0.2	-1.0	91.8	99.1	88.5	161.5*

(continued)
SMILES	CR mimetic SO	MEP2 TOR yeast	Efflux pump inh	AHR act	AGP1 TOR yeast	RPL19A TOR yeast	CIT2 TOR yeast	LAP4-GFP MLPCN
C/C(=N\NC(=O)c1nc(C)cc(C)n1)c1ccccc1	91.0	100.3	-0.1	27.8	106.5	101.1	100.4	96.1
CS(=O)(=O)Nc1nc2n(n1)C(c1ccccc1)CC(c1ccccc1)N2 (configuration not stated)	111.0	90.0	-0.1	-0.8	98.0	93.3	96.9	101.3
Cc1cccc(OC(C)C(=O)Nc2nccs2)c1 (configuration not stated)	113.1	93.7	0.1	0.1	98.4	93.1	101.8	83.8
NC(=O)c1nsc(C(=O)N(CC(=O)NCc2ccccc2)c2ccc(F)cc2)c1N	93.0	308.7*[may fluoresce violet]	-0.3	-0.5	72.3[may fluoresce violet]	64.0[may fluoresce violet]	?	87.5[may fluoresce violet]
CCCc1nn2c(=O)cc(O)nc2s1	97.2	105.8	0.7	-0.1	93.3	105.2	94.7	90.3
COc1ccc(NC(=O)CN2C(=O)c3ccccc3S2(=O)=O)cc1OC	90.4	103.9	0.1	0.1	96.7	101.6	96.6	95.0
COc1nc(C)cc(C)c1S(=O)(=O)c1ccc(Cl)cc1	98.2	101.3	0.1	2.8	101.8	101.1	98.8	102.7
COc1cc2c(cc1NC(=O)c1cccc([N+](=O)[O-])c1)oc1ccccc12	94.2	106.6	0.1	58.5*	94.6	95.9	99.3	99.4
O=C(c1ccc(S(=O)(=O)c2ccc(F)cc2)c([N+](=O)[O-])c1)N1CCCCCC1	107.3	102.7	0.0	1.5	104.4	106.1	103.8	93.4
Cc1cc(C)c(S(=O)(=O)N2C=CC(C(F)(F)F)=NCC2)c(C)c1	93.6	91.3	0.0	0.6	85.5	88.1	78.6	/
O=C(NCCCN1CCCC1=O)C(=O)NCC1OCCN1S(=O)(=O)c1ccc(Br)cc1 (configuration not stated)	100.8	107.8	0.0	-11.5	106.2	112.2	107.7	98.9
CC1=C(C(=O)OCCOc2ccccc2)C(c2coc3ccccc3c2=O)C2=C(CCCC2=O)N1 (configuration not stated)	89.9	94.4	-0.1	11.5	92.7	97.1	88.1	88.2
O=C(OCC1CC(c2ccccc2)=NO1)c1ccc(Cl)cc1 (configuration not stated)	106.1	111.4	-0.1	-5.2	103.2	105.0	109.8	118.2
O=C(CN1C(=O)NC2(CCCCCC2)C1=O)c1cccs1	103.8	95.5	0.0	1.4	97.0	96.4	87.2	112.6
COc1ccc(CCN(C)C(=O)c2cc(S(=O)(=O)N3CCCCCC3)ccc2OC)cc1OC	88.3	99.4	0.2	-0.1	102.2	96.4	95.4	104.8
CCNS(=O)(=O)c1cc(Br)ccc1OC	121.9	106.7	0.0	-0.9	105.7	105.4	101.5	105.1
Nc1c(C(=O)N2CCOCC2)sc(=S)n1-c1ccccc1	98.3	103.8	-0.1	1.3	106.3	99.8	103.8	105.0
CCCNC(=O)c1cn(CC)c2cc(N3CCN(C(=O)c4ccco4)CC3)c(F)cc2c1=O	81.7	112.6	0.2	-0.7	96.4	99.5	101.2	96.7
